Compound activity (PubChem)
Eya2 phos inh – blocks the phosphatase activity of human Eya2; O00167; recombinant Eya2, OMFP fluorescence dephosphorylation (OMFP is methylfluorescein phosphate); Potency, µM (series often up to 76.9 µM), for the others: at the highest dose activity, negative = inhibition, hits mostly inhibitors; hit rate 0.006% among 330,000; note: potency is the fitted concentration of half-maximal effect; % is set by controls: 0 for no effect and ±100 for the full control effect
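Eya2 (0.2 uM) preincubated 10 min at ambient with compound, then OMFP substrate added at 50 uM; 10 min reaction in 50 mM HEPES pH 7.5, 50 mM NaCl, 5 uM MgCl2, 0.05% BSA, 1 mM DTT. Fluorescence read at Ex 485/Em 525 nm.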
Mito fusion act – mitochondrial division inhibition or fusion activation. S. cerevisiae fusion-defective mutant growth rescue, CellTiterGlo 48 h. Potency, µM (highest dose often 46.1 µM), for inactives: at the top dose growth rescue (activation), usual class: activators. hit rate 0.23% among 320,000;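 note: potency is the fitted concentration of half-maximal effect; % of control where 0% means no effect; nearly all actives have a fitted effect of over 45% in size; temperature-sensitive fusion mutants such as fzo1-1 at 37 °C on non-fermentable ethanol glycerol medium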
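Luminescent cell viability in 1536-well qHTS format served as the measure of rescued growth in ts fusion-mutant S. cerevisiae cultured on non-fermentable YPEG for 48 hours at 37C.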
GALK inhibitor – galactokinase (human) inhibition. AID 1868. P51570. Potency, µM (titrated, usually from 57.5 µM), for the others: at the top dose activity change, negative = inhibition, most hits filed as inhibitors. Purified GALK, Kinase-Glo residual ATP luminescence. hit rate 0.007% among 270,000; note: potency is the fitted concentration of half-maximal effect; % is set by controls: 0 for no effect and ±100 for the full control effect
Target sequence (P51570 whole entry, looked up): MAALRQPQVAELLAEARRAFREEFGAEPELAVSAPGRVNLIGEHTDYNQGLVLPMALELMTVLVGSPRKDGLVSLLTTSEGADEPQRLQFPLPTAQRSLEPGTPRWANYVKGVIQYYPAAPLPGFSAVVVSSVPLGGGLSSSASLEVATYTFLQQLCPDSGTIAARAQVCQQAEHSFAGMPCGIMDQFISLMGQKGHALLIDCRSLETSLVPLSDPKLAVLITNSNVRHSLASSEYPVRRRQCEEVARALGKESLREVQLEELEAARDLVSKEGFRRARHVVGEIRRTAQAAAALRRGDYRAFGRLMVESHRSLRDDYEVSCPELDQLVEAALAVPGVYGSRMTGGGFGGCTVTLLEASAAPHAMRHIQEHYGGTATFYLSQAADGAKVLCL
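ATP-depletion format; final 35 uM ATP, 100 uM D-galactose, 5 nM enzyme; pH 8.0 HEPES/Mg2+ buffer; 60 min RT; luminescence read 10 min after detection reagent.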
USP2a block – inhibitors of human ubiquitin-specific protease USP2a; O75604; USP2 core, Ub-CHOP2 coupled fluorogenic reporter, 485/531; Potency, µM (highest dose often 38.3 µM), without a hit: top-dose activity change, negative = inhibition, hits mostly inhibitors; hit rate 0.01% among 330,000; AID 463254;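 note: potency is the fitted concentration of half-maximal effect; plate controls were DMSO wells for no effect and full inhibition by NEM control for full effect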
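Cell-free coupled assay: 10nM USP2 core preincubated 30min RT with compound in Tris-HCl pH 8.0/CaCl2/CHAPS buffer, then 25nM Ub-CHOP2 and 25nM reporter substrate; fluorescence (Ex 485/Em 531) read after 60min RT, normalized to NEM inhibition, concentration-response curves fitted.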
MBNL1 CUG block – blocks human MBNL1 binding to CUG repeat RNA; Potency, µM (titrated, usually from 57.5 µM), without a hit: at the highest dose activity change, negative = inhibition, hits mostly inhibitors; hit rate 0.036% among 280,000; Q9NR56; TR-FRET MBNL1-His/biotin-(CUG)12 binding, 665/545 ratio; active = well fitted inhibition curve with a large enough effect in the signal ratio, with a control signal flat, not every such curve was filed as active; inconclusive = small, poorly fitted or top-dose-only effect, or effect the other way, or a change in a side signal; inactive = no such curve, though single readings can be large or run the other way; the % refers to the signal ratio; note: potency is the fitted concentration of half-maximal effect; % is set by controls: 0 for no effect and ±100 for the full control effect
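TR-FRET readout: Ex 340 nm, 665/545 nm emission ratio, normalized to buffer-only (basal) and MBNL1-(CUG)12 controls. Complex of MBNL1-His with Biotin-(CUG)12, compounds 92 nM–58 uM, incubated 60 min at room temperature.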
KCNH2 WT inh – blocks the wildtype human KCNH2 potassium channel; Q12809; U2OS, BacMam KCNH2, thallium flux FluxOr; stronger effect = lower value; activity change, % at 1.84 µM; hit rate 0.37% among 340,000; AID 720551;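 active = maximum activity change below -70%; inconclusive = maximum activity change between -70% and -50%; inactive = maximum activity change above -50%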; note: % is set by controls: 0 for no effect and ±100 for the full control effect
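U2OS cells transduced with wild-type KCNH2 virus are loaded with FluxOr dye for 45 min, and thallium flux is measured in kinetic reads before and after stimulation buffer. Rate constants are normalized to DMSO controls.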
BCR signal inh – blocks chronic active B-cell receptor signaling | ABC-DLBCL IkBa-CBG/CBR reporter, luminescence ratio, 4 h | Potency, µM (doses to about 46.1 µM), for inactives: at the top dose ratio change, negative = lower green/red ratio, usual class: inhibitors | hit rate 0.05% among 340,000 | AID 493014; active = well fitted inhibition curve with a large enough effect in the signal ratio, with a control signal flat, not every such curve was filed as active; inconclusive = small, poorly fitted or top-dose-only effect, or effect the other way, or a change in a side signal; the % refers to the signal ratio;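 note: potency is the fitted concentration of half-maximal effect; plate controls were basal doxycycline-induced cells for no effect and cells given 10 µM MG132 for full effect; MG132 reads +100%, hits lower the ratio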
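Doxycycline induced both beetle luciferases in TMD8 lymphoma cells; IKK-driven degradation limits the IkappaBalpha-fused green signal, while red luminescence normalises for cell number and nonspecific effects. Compounds tested up to 46 uM, 4 hrs.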
Menin-MLL TR inh – displaces Texas Red mutant MLL peptide from human menin; hit rate 0.23% among 270,000; Menin + Texas Red MLL mutant peptide, fluorescence polarization; Potency, µM (top dose mostly 61.6 µM), inactives show top-dose FP activity change, negative = inhibition, hits mostly inhibitors; O00255; active = well fitted inhibition curve with a large enough effect in the polarisation, with a control signal flat, not every such curve was filed as active; inconclusive = small, poorly fitted or top-dose-only effect, or effect the other way, or a change in a side signal; inactive = no such curve, though single readings can be large or run the other way; the % refers to the polarisation; note: potency is the fitted concentration of half-maximal effect; % of control where 0% means no effect; many of its hits are not listed in these tables
ASM inhibitor – blocks human secretory acid sphingomyelinase; placental ASM, HMU-PC fluorogenic substrate, 60 min; Potency, µM (top dose mostly 57.5 µM), for the others: top-dose activity change, negative = inhibition, usual class: inhibitors; hit rate 0.006% among 340,000; note: potency is the fitted concentration of half-maximal effect
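qHTS format. ASM enzyme prepared from human placenta hydrolyses the fluorogenic substrate HMU-PC0 (9 uM final) over 60 min at 37 °C after a 10 min compound preincubation.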
TSHR antag – blocks TSH signaling through the human TSH receptor. AID 504810. hit rate 0.2% among 330,000. activity change, negative = inhibition, % at 11.5 µM. P16473. TSHR-expressing cells, TSH-stimulated cAMP HTRF, 2 h; stronger effect = lower value;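 active = activity change below a set negative limit, meaning inhibition stronger than a set level, cut at about -70% in these data; inconclusive = activity change between two set negative limits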; note: % is set by controls: 0 for no effect and ±100 for the full control effect
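Antagonism was scored as loss of TSH-driven cAMP in TSHR cells, stimulated with 4nM TSH (EC80) for 2 hours at 37 deg C and detected by homogeneous HTRF competition immunoassay.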
PKM2 activator – PKM2 (human) enzyme activation; purified PKM2, Kinase-Glo ATP luminescence, activation; response scale: 0% is enzyme alone, no compound; Potency, µM (top dose mostly 57.5 µM), for inactives: top-dose activation, actives largely listed as activators; hit rate 0.34% among 260,000; AID 1631; note: potency is the fitted concentration of half-maximal effect; % is set by controls: 0 for no effect and ±100 for the full control effect; nearly all actives have a fitted effect of over 55% in size
Target sequence (P14618 whole entry, looked up): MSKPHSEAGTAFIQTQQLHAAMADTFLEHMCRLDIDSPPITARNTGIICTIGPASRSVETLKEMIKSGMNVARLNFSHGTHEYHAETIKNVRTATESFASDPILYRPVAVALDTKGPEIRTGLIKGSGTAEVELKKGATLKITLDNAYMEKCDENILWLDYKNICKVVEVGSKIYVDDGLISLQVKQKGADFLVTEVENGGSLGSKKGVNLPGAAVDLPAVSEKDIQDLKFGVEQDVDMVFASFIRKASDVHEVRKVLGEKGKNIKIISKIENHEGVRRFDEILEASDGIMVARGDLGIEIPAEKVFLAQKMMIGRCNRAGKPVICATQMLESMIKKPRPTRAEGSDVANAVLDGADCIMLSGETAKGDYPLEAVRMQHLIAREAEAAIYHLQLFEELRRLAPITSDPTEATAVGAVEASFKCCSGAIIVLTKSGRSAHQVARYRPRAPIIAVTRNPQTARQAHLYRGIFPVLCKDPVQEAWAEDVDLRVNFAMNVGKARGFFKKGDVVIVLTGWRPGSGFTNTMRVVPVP
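Purified hPK-M2 (>95% pure) converted ADP (0.1 mM final) to ATP with 0.5 mM PEP in 50 mM imidazole pH7.2, KCl, MgCl2, Tween 20, BSA; 1 h at room temperature. ATP detected by Kinase-Glo luminescence.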
The depositor's hits bear a star; ? = inconclusive; . = not tested or not shown; [ ] = dose if it differs, or a comment. Unless noted, calls come from the whole dose curve; as a rule, active = well fitted curve in the direction sought with a large enough effect; inconclusive = small, poorly fitted or top-dose-only effect, or another doubt; inactive = no such curve, though single readings can be large; an effect the other way counts as inactive or inconclusive. Only part of the results is shown. The share of hits here may be higher or lower than overall.

compound,Eya2 phos inh,Mito fusion act,GALK inhibitor,USP2a block,MBNL1 CUG block,KCNH2 WT inh,BCR signal inh,Menin-MLL TR inh,ASM inhibitor,TSHR antag,PKM2 activator
Cc1[nH]c2ccccc2c1/C=N/NC(=O)c1cc(C(C)(C)C)[nH]n1,2%,-1%,0%,0%,-3%,-5,-9%,.,-1%,-9,2%
Cc1[nH]c2ccccc2c1/C=C/c1nc2ccccc2c(=O)n1-c1ccc([N+](=O)[O-])cc1,-12%,2%,0%,-1%,2%,1,-8%,?,-1%,-10,2%
CCn1cc(C(=O)NCCCN2CCCC2)c(=O)c2cc(S(=O)(=O)N3CCc4ccccc4C3)ccc21,2%,5%,0%,0%,?,.,-1%,-28%,-2%,0,6%
COc1ccc(NS(=O)(=O)c2cccs2)cn1,8%,-7%,4%,-2%,-1%,6,1%,6%,-1%,5,-25%
CCOc1cc(/C=N/NC(=O)c2ccccn2)ccc1OC(=O)c1cccs1,3%,-4%,-3%,1%,11%,1,5%,?,.,-17,-2%
COc1ccc(N(CC(=O)NN=C2CCCC2)S(=O)(=O)c2ccccc2)cc1,1%,-1%,-1%,-1%,0%,20,-9%,-10%,4%,20,-7%
COc1cc(NC(=O)c2ccnnc2)cc(C(=O)Nc2cccc(C(F)(F)F)c2)c1,-1%,-2%,4%,-6%,-7%,16,?,.,-17%,2,0%
COc1ccccc1N1CCN(C(=O)c2ccc3c(Cl)c4c(nc3c2)CCCC4)CC1,-9%,?,.,-9%,-6%,-3,?,-4%,-14%,2,-1%
N#CCNC(=O)C1c2ccccc2Oc2ccccc21,-3%,2%,5%,-1%,-4%,8,5%,0%,-4%,-7,4%
CC(=O)Nc1ccc(S(=O)(=O)n2nc(-c3ccc(C)cc3)nc2N)cc1,6%,-1%,1%,1%,1%,14,?,?,-2%,-2,7%
CC(C)Cc1cc(C(=O)Nc2ccccc2)c2ccccc2n1,-1%,0%,.,1%,-2%,6,?,7%,-5%,-8,0%
CCOC(=O)N1CCN(C(=O)C2CCCN(S(=O)(=O)c3ccccc3)C2)CC1 (configuration not stated),1%,-1%,-2%,1%,1%,-14,?,.,2%,7,5%
CSc1nnc(C)c(=O)n1COC(=O)c1ccc(S(=O)(=O)N2CCOCC2)cc1,-3%,2%,1%,3%,-20%,0,-3%,-8%,0%,3,2%
Cc1ccccc1CS(=O)(=O)c1snnc1C,13%,4%,2%,0%,-2%,3,?,15%,-1%,-4,3%
C#CCOCCOCCOCCNc1nc(N2CCN(C(=O)[C@H](CCCN=C(N)N)n3cc(C(N)[C@@H](C)CC)nn3)CC2)nc(N2CCN(C(=O)[C@H](CCC(=O)O)n3cc([C@@H](N)CCCCN)nn3)CC2)n1 (some centres not stated),-16%,.,.,-4%,.,.,0%,.,126%,18,.
Cc1c(NC(=O)c2nn3c(C(F)(F)F)cc(-c4ccccc4)nc3c2Cl)c(=O)n(-c2ccccc2)n1C,12%,1%,1%,3%,.,1,0%,-12%,0%,9,-5%
C/C(=C1/C(=O)N(c2ccc([N+](=O)[O-])cc2)N=C1c1ccccc1)N(C)C,2%,-2%,-1%,-2%,?,.,?,?,.,-40,-6%
CC(C)(C)OC(=O)NCCCCCNC(=O)c1[nH]cnc1C(=O)NC1CCN(C(=O)OC(C)(C)C)CC1,-18%,-8%,.,-3%,.,.,-11%,.,-4%,-22,.
O=C(Nc1ccc(Br)cc1F)C1CC(=O)N(C2CCCCC2)C1 (configuration not stated),19%,-4%,8%,0%,-9%,-2,-6%,1%,5%,-7,1%
Cc1noc(C)c1COc1ccccc1C(=O)N1CCN(c2cccc(C(F)(F)F)c2)CC1,-6%,30%,.,-14%,.,-3,-12%,.,-3%,0,.
CCCn1c(N)c(C(=O)CSc2nc3ccccc3s2)c(=O)[nH]c1=O,-2%,2%,0%,1%,.,5,9%,11%,1%,-13,1%
CC(C)C[C@H](N)c1cn([C@@H](Cc2ccc(O)cc2)C(=O)N2CCNCC2)nn1,9%,-4%,-3%,1%,-5%,0,-6%,-23%,8%,-10,3%
O=C(CN1C(=O)c2cccnc2Oc2ccc(Cl)cc21)Nc1ccccc1F,-11%,5%,.,-1%,1%,-14,11%,-1%,3%,5,0%
Cc1cc(=O)[nH]c(SCCOc2ccc(OC(C)C)cc2)n1,-5%,-31%[inhibitor],1%,-1%,-10%,0,-12%,-11%,4%,-1,2%
COc1ccc(N=C(c2ccccc2)c2c(C)[nH]n(-c3ccccc3)c2=O)c(OC)c1,-8%,5%,-2%,8%,18%,-43,?,.,-15%,-6,5%

The final four compounds of the part above open the next one.
compound,Eya2 phos inh,Mito fusion act,GALK inhibitor,USP2a block,MBNL1 CUG block,KCNH2 WT inh,BCR signal inh,Menin-MLL TR inh,ASM inhibitor,TSHR antag,PKM2 activator
CC(C)C[C@H](N)c1cn([C@@H](Cc2ccc(O)cc2)C(=O)N2CCNCC2)nn1,9%,-4%,-3%,1%,-5%,0,-6%,-23%,8%,-10,3%
O=C(CN1C(=O)c2cccnc2Oc2ccc(Cl)cc21)Nc1ccccc1F,-11%,5%,.,-1%,1%,-14,11%,-1%,3%,5,0%
Cc1cc(=O)[nH]c(SCCOc2ccc(OC(C)C)cc2)n1,-5%,-31%[inhibitor],1%,-1%,-10%,0,-12%,-11%,4%,-1,2%
COc1ccc(N=C(c2ccccc2)c2c(C)[nH]n(-c3ccccc3)c2=O)c(OC)c1,-8%,5%,-2%,8%,18%,-43,?,.,-15%,-6,5%
COc1ccc(NC(=O)C(CCSC)NC(N)=O)cc1NS(=O)(=O)c1ccc(F)cc1 (configuration not stated),-7%,2%,8%,1%,-6%,-12,0%,15%,0%,4,0%
O=C(COC(=O)CSc1ccc2ccccc2c1)NCc1ccc2c(c1)OCO2,2%,0%,0%,-2%,10%,17,11%,4%,-7%,1,3%
COc1cc2c3c(c1)/C(=C1/SC(=S)NC1=O)C(=O)N3C(C)(C)C=C2C,-1%,-4%,0%,-3%,0%,-10,1%,4%,-4%,5,13%
CCOC(=O)N1CCN(Cc2nc3cc(NC(=O)CC)ccc3n2CC)CC1,-1%,-11%,3%,1%,-6%,-13,-2%,4%,3%,-1,.
CN(C)c1nc(N/N=C/c2ccccc2O)nc(Nc2ccc(F)cc2)n1,-23%,1%,4%,-11%,5%,32,?,?,-13%,-10,-1%
CC(C)C(NC(=O)C(NC(=O)C1O[C@@H]2OC(C)(C)O[C@@H]2[C@H]2OC(C)(C)O[C@@H]12)C(C)C)C(=O)O (some centres not stated),-14%,-2%,-3%,1%,-6%,3,1%,2%,6%,17,-1%
COc1ccc(CNC(=O)CN2CCN(c3ccccc3O)CC2)cc1OC,-7%,-2%,-3%,0%,0%,10,?,0%,4%,-5,.
O=S(=O)(Nc1ccccn1)c1ccc(Cl)c2ccccc12,-28%,-2%,0%,0%,4%,-1,0%,?,4%,-12,7%
O=c1c2c3c(sc2nc2n1CCC2)CCC3,-7%,2%,-4%,-8%,-8%,-2,0%,0%,1%,8,4%
O=C(O)CCCNS(=O)(=O)c1ccccc1,4%,-3%,1%,0%,6%,-5,1%,-14%,6%,1,6%
CCOC(=O)C1CCN(c2c(NCCN3CCCCC3C)c(=O)c2=O)CC1 (configuration not stated),-3%,-4%,-2%,3%,3%,16,0%,0%,0%,2,7%
